Source: PubChem
Statin myotox sup: suppressors of simvastatin-induced myotoxicity in C2C12 myotubes; ATP luminescence, 48 h; scaled: DMSO 0, geranylgeraniol control 100; rescue of ATP level, % at 7.49 µM; 330,000 tested, 0.78% active; AID 602340;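 active = mean ATP rescue above about 67%, or every replicate alone reaching that limit, limit read from the data, passing the limit was not always enough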;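 also: myotubes were challenged with 10 µM simvastatin during compound exposure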
ARNT-TACC3 inh: ARNT/TACC3 interaction disruption | Q9Y6A5 | AlphaScreen His-ARNT PAS-B/GST-TACC3 binding, luminescence; TACC3 fragment carries E629A point mutation | inhibition, % at 9.99 µM | 390,000 tested, 0.66% active | AID 623870;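 active = mean inhibition of replicates at least 50% and at least half of replicates each reaching 50%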;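 also: 0% = complete ARNT plus TACC3 wells and 100% = ARNT alone without TACC3; many hits fall short of the cut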
GSIS activator: GLuc luminescence reporter in INS-1E cells, primary screen for activators of glucose-dependent secretion of insulin. INS-1E GLuc reporter insulin secretion, 2-3 h. activation, % at 16.6 µM. 370,000 tested, 0.61% active. AID 743287;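 active = lowest replicate activation of at least 40%, so every replicate reaches that level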;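 also: 0% = median of neutral control wells and 100% = median of IBMX positive control wells; some compounds called inactive have numbers as strong as hits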
Cneo AK release: causes C. neoformans cell lysis; adenylate kinase release luminescence, 4 h; normalised: neutral wells 0, clomiphene wells 100; lysis activity, % at 15 µM; 360,000 tested, 0.2% active; AID 651654;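 active = mean lysis activity across replicates of at least 80%, whatever share of replicates individually reach that level; inactive = mean lysis activity below 80%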
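Assay system: C. neoformans cells. Amount: yeast cell density of 5 × 10^6 cells/mL. Technique: AK luminescence. Buffer or medium: YPD. Times: static 4 h at 37 °C with compound, 1 h detection. Dosing: single-point compound dose. Read-out: lysis from increased AK signal.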
PGC1a acetyl inh: lowers PGC1a acetylation signal in U2OS cells; AlphaScreen anti-acetyl-lysine; with virally co-expressed GCN5 acetyltransferase; inhibition, % at 15.6 µM; 350,000 tested, 0.17% active; AID 651687;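 active = every replicate shows inhibition of at least 40%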;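 also: 0% = neutral control wells and 100% = positive control wells; some results beyond the cut were filed as inactive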
PAX8 inh HTS: PAX8 transcriptional activity inhibition. RMG-I TPO-luciferase reporter, SteadyGlo, 24 h. inhibition, % at 12.6 µM. 360,000 tested, 1.2% active;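 active = mean replicate inhibition at least 60% with every replicate also reaching 60%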;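 also: luciferase light reporting Pax8 driven TPO promoter activity; plate controls were median of neutral control wells for no effect and mitoxantrone controls for full effect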
LGR2 inh: blocks bursicon-induced cAMP signaling via Drosophila LGR2. inhibition, % at 9.99 µM. 380,000 tested, 0.35% active. HEK293 LGR2, CRE-luciferase, bursicon-stimulated, 4 h. AID 720647;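 active = drop in luminescence signal, shown as inhibition above about 50% in the replicate tests, limit read from the data, passing the limit was not always enough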;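 also: agonist challenge used bursicon conditioned medium at about half maximal strength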
PglD DTNB: PglD (C. jejuni) enzyme inhibition; 360,000 tested, 0.098% active; inhibition, % at 12.5 µM; purified PglD enzyme, DTNB colorimetric CoA detection; in the data active = inhibition above about 16%, passing the limit was not always enough; also: strong numbers were not always called active
Active calls of the source: *.

Results for CCCCCSc1nnc(-c2ccccc2N)c(=O)[nH]1 ?
ARNT-TACC3 inh: -7; GSIS activator: -2; PAX8 inh HTS: 9; LGR2 inh: -11

Results for CCN1CCN(c2ccc(NC(=O)c3cccc(N4CCCC4=O)c3)cc2)CC1 ?
Statin myotox sup: -1; ARNT-TACC3 inh: 2; GSIS activator: 23; Cneo AK release: -1; PAX8 inh HTS: -26; LGR2 inh: -13; PglD DTNB: -5

How did COc1ccc(S(=O)(=O)N2CCCCCC2)cc1C(=O)N(C)Cc1ccc(C(C)(C)C)cc1 do in these assays?
Statin myotox sup: -11; ARNT-TACC3 inh: -6; GSIS activator: -50; Cneo AK release: -1; PGC1a acetyl inh: -15; PAX8 inh HTS: 12; LGR2 inh: 11; PglD DTNB: -3

Results for CC1C(=O)C(C)C(c2ccc(Cl)cc2)NC1c1ccc(Cl)cc1 (stereo unspecified) ?
GSIS activator: -8; Cneo AK release: -4; PGC1a acetyl inh: 12; PAX8 inh HTS: 3; LGR2 inh: 5; PglD DTNB: 6

What do the screens show for `O=C(Nc1ccc(N2CCOCC2)cc1)c1cc2c(s1)CCCCC2`?
ARNT-TACC3 inh: 3; GSIS activator: -13; PAX8 inh HTS: 7; LGR2 inh: 1

What do the screens show for `C[C@@H]1O[C@@H](OC[C@H]2O[C@@H](Oc3c(-c4ccc(O)cc4)oc4cc(O)cc(O)c4c3=O)[C@H](O)[C@@H](O)[C@@H]2O)[C@H](O)[C@H](O)[C@H]1O`?
Statin myotox sup: 8; ARNT-TACC3 inh: -5; GSIS activator: -8; Cneo AK release: -5; PGC1a acetyl inh: -9; LGR2 inh: -10; PglD DTNB: 0

Results for COc1ccc(-c2nnc(SCCOc3cccc(C)c3)n2N)cc1 ?
Statin myotox sup: 18; ARNT-TACC3 inh: -8; Cneo AK release: 0; PGC1a acetyl inh: 0; PAX8 inh HTS: -8; PglD DTNB: 1

How did CC(C)C(=O)Nc1cc(S(=O)(=O)Nc2ccc(Cl)cc2)ccc1Cl do in these assays?
ARNT-TACC3 inh: -7; GSIS activator: -4; PAX8 inh HTS: -12; LGR2 inh: 3

How did CNC[C@@H]1Oc2ncc(-c3ccccc3C)cc2C(=O)N([C@H](C)CO)C[C@H]1C do in these assays?
Statin myotox sup: 0; ARNT-TACC3 inh: 4; GSIS activator: -1; Cneo AK release: 4; PGC1a acetyl inh: -2; LGR2 inh: -2; PglD DTNB: 1

What do the screens show for `Cc1noc(C)c1NC(=O)Nc1ccc2c(c1)CC(=O)N([C@H](C)CO)C[C@@H](C)[C@H](CN(C)Cc1ccc3c(c1)OCO3)O2`?
Statin myotox sup: 6; ARNT-TACC3 inh: -4; GSIS activator: 14; Cneo AK release: -3; PGC1a acetyl inh: 1; PAX8 inh HTS: -12; LGR2 inh: -25; PglD DTNB: 0

How did Cc1ccc(OCCNc2ccc(S(=O)(=O)N3CCCC3)cn2)cc1 do in these assays?
ARNT-TACC3 inh: -1; GSIS activator: 22; PGC1a acetyl inh: -2; PAX8 inh HTS: 3; LGR2 inh: -5

Results for Cc1cc(C(F)F)n2nc(C(=O)Nc3ccc(S(=O)(=O)NC45CC6CC(CC(C6)C4)C5)cc3)nc2n1 ?
ARNT-TACC3 inh: 6; GSIS activator: -28; Cneo AK release: 0; PGC1a acetyl inh: -16; LGR2 inh: -18; PglD DTNB: 0

How did Cc1ccc(NC(=O)c2cc(S(=O)(=O)NCCC3=CCCCC3)ccc2F)cc1 do in these assays?
ARNT-TACC3 inh: -11; Cneo AK release: -7; PGC1a acetyl inh: -1; PAX8 inh HTS: 64*; LGR2 inh: 26; PglD DTNB: 8

How did CC(NC(=O)c1cc(-c2ccccn2)nc2ccc(Cl)cc12)C1CCCO1 (stereo unspecified) do in these assays?
Statin myotox sup: 1; ARNT-TACC3 inh: -2; GSIS activator: 18; Cneo AK release: 4; PGC1a acetyl inh: 1; PAX8 inh HTS: -8; LGR2 inh: 8; PglD DTNB: -1

What do the screens show for `Cc1c(C(=O)NCc2ccccc2C(F)(F)F)sc(=O)n1Cc1ccccc1C#N`?
Statin myotox sup: 0; GSIS activator: -13; Cneo AK release: -1; PAX8 inh HTS: -2; LGR2 inh: -12; PglD DTNB: -4

Results for Cc1cccc(-c2nnc(SCC(=O)Nc3nc4c(s3)CCCC4)n2C)c1 ?
ARNT-TACC3 inh: 3; Cneo AK release: 3; PGC1a acetyl inh: -22; PglD DTNB: 2

How did CSc1ncnc2c1ncn2CCCN1CCN(Cc2cccc3ccccc23)CC1 do in these assays?
Statin myotox sup: -11; GSIS activator: 9; Cneo AK release: 0; PGC1a acetyl inh: 9; PAX8 inh HTS: 16; LGR2 inh: -8; PglD DTNB: -1

Results for COc1ccc(NC(=O)COc2ccc(N(C)S(=O)(=O)c3ccc(Cl)cc3)cc2)cc1 ?
Statin myotox sup: 2; ARNT-TACC3 inh: -9; GSIS activator: 7; Cneo AK release: 1; PGC1a acetyl inh: -14; PAX8 inh HTS: 19; LGR2 inh: 16; PglD DTNB: -1

How did Cc1ccc(C[n+]2ccccc2)cc1 do in these assays?
Statin myotox sup: -8; ARNT-TACC3 inh: -2; GSIS activator: 7; Cneo AK release: 2; PGC1a acetyl inh: 1; PAX8 inh HTS: -3; LGR2 inh: -8; PglD DTNB: -2

Results for COC(=O)N/N=C/c1cc(Br)ccc1O ?
Statin myotox sup: -5; ARNT-TACC3 inh: -9; GSIS activator: 19; Cneo AK release: 0; PGC1a acetyl inh: 11; PAX8 inh HTS: -19; LGR2 inh: -15; PglD DTNB: -1

How did COc1ccc(CN(C)C(=O)c2ccncc2)c(OC)c1 do in these assays?
ARNT-TACC3 inh: 1; GSIS activator: 2; Cneo AK release: -2; PAX8 inh HTS: 5; LGR2 inh: 11; PglD DTNB: 4

Results for COCCN(C(=O)c1ccc(COc2ccccc2)o1)c1c(N)n(CC(C)C)c(=O)[nH]c1=O ?
Statin myotox sup: 0; ARNT-TACC3 inh: 0; GSIS activator: 26; Cneo AK release: -1; PAX8 inh HTS: -5; LGR2 inh: 13; PglD DTNB: -2

Results for O=C(c1ccc(Cl)cc1Cl)N1CCN(c2ccccn2)CC1 ?
Statin myotox sup: 4; ARNT-TACC3 inh: -8; Cneo AK release: 1; PGC1a acetyl inh: 4; PAX8 inh HTS: 16; LGR2 inh: -14; PglD DTNB: 1

Results for CCc1csc(N2[C@H](C#N)[C@H](c3ccc(C4=CCCC4)cc3)[C@@H]2CO)n1 ?
Statin myotox sup: -3; ARNT-TACC3 inh: -17; GSIS activator: -4; Cneo AK release: -1; PGC1a acetyl inh: -16; PAX8 inh HTS: 4; LGR2 inh: 13; PglD DTNB: 2

How did CC(C[N+](C)(C)C)OC(=O)C1(c2ccccc2)CCCC1 (stereo unspecified) do in these assays?
ARNT-TACC3 inh: 3; GSIS activator: 11; PAX8 inh HTS: -2; LGR2 inh: 1

How did COc1ccc(OC)c(S(=O)(=O)N/N=C\c2c[nH]c3ccccc23)c1 do in these assays?
Statin myotox sup: 7; ARNT-TACC3 inh: -4; GSIS activator: 17; Cneo AK release: -13; PAX8 inh HTS: 7; LGR2 inh: 11; PglD DTNB: -1

What do the screens show for `Cc1ccc(C2(C)NC(=O)N(CC(=O)NCc3cccc(Cl)c3)C2=O)cc1` (stereo unspecified)?
Statin myotox sup: 6; ARNT-TACC3 inh: -8; GSIS activator: 0; Cneo AK release: 0; PGC1a acetyl inh: 0; PAX8 inh HTS: -2; LGR2 inh: 12; PglD DTNB: 6

What do the screens show for `CCOC(=O)N1CCN(S(=O)(=O)c2cc(Br)cnc2N)CC1`?
Statin myotox sup: -6; ARNT-TACC3 inh: -8; Cneo AK release: 0; PGC1a acetyl inh: 6; PglD DTNB: 3

What do the screens show for `C[C@@H]1CN([C@H](C)CO)C(=O)c2cc(/C=C/c3ccccc3)cnc2O[C@@H]1CN(C)C(=O)C1CCC1`?
ARNT-TACC3 inh: 1; GSIS activator: -23; Cneo AK release: 0; PGC1a acetyl inh: 5; LGR2 inh: 8; PglD DTNB: -5

Results for CCN(CC)S(=O)(=O)c1cc(C(=O)Nc2cc(C)[nH]n2)ccc1Cl ?
Statin myotox sup: 3; ARNT-TACC3 inh: 0; Cneo AK release: -2; PGC1a acetyl inh: -6; PglD DTNB: 3

What do the screens show for `COc1ccc(/C(C)=N/NC(=O)CNC(=O)/C=C\c2ccccc2OC)c(OC)c1`?
Statin myotox sup: -7; ARNT-TACC3 inh: 6; GSIS activator: -5; Cneo AK release: -3; PGC1a acetyl inh: -11; PAX8 inh HTS: 3; LGR2 inh: -6; PglD DTNB: 6

How did O=C(COC(=O)c1ccccc1Cc1ccccc1)NC1CCS(=O)(=O)C1 (stereo unspecified) do in these assays?
Statin myotox sup: -5; ARNT-TACC3 inh: 16; GSIS activator: 19; Cneo AK release: 1; PAX8 inh HTS: 6; LGR2 inh: -3; PglD DTNB: 5

Results for Cc1sc(NC(=O)CSc2nc(N)cc(N)n2)c(C#N)c1C ?
Statin myotox sup: 3; ARNT-TACC3 inh: 8; GSIS activator: 21; PGC1a acetyl inh: -15; PAX8 inh HTS: -1; LGR2 inh: -22

How did N#CC(Cc1cccc(CC(C#N)(c2ccccc2)c2ccccc2)c1)(c1ccccc1)c1ccccc1 do in these assays?
Statin myotox sup: 19; ARNT-TACC3 inh: 0; GSIS activator: 2; Cneo AK release: 1; PGC1a acetyl inh: -4; PAX8 inh HTS: -14; LGR2 inh: -4; PglD DTNB: -3

Results for CC12CC(NC(=O)N1c1cccc(C(=O)Nc3ncn[nH]3)c1)c1ccccc1O2 (stereo unspecified) ?
ARNT-TACC3 inh: 21*; Cneo AK release: 0; PGC1a acetyl inh: 12; PglD DTNB: -1

What do the screens show for `Cc1nccc(-c2cccc(NC(=O)c3ccccc3Cl)c2)n1`?
ARNT-TACC3 inh: -1; GSIS activator: 8; PAX8 inh HTS: -9; LGR2 inh: -1

Results for CCc1nc(SCC(=O)Nc2ccccc2OC)c2c(C)c(C)sc2n1 ?
Statin myotox sup: -23; ARNT-TACC3 inh: -5; GSIS activator: 1; Cneo AK release: 0; PGC1a acetyl inh: 11; PAX8 inh HTS: 11; LGR2 inh: 16; PglD DTNB: -7

Results for C=CCNC(=S)NNC(=O)c1cccn(Cc2ccc(Cl)c(Cl)c2)c1=O ?
Statin myotox sup: 22; ARNT-TACC3 inh: 33; Cneo AK release: 1; PGC1a acetyl inh: -1; PAX8 inh HTS: 7; PglD DTNB: 7

Results for O=C(Nc1ccccc1F)N[C@@H]1CC[C@H](CCNC(=O)C2CCCC2)O[C@@H]1CO ?
Statin myotox sup: 6; ARNT-TACC3 inh: 3; GSIS activator: -11; Cneo AK release: -1; PGC1a acetyl inh: -9; PAX8 inh HTS: 3; LGR2 inh: -2; PglD DTNB: 0

What do the screens show for `COc1ccc(-c2[nH]ncc2/C=C(/C#N)C(=O)NC2CCCCC2)cc1`?
Statin myotox sup: -31; ARNT-TACC3 inh: -10; Cneo AK release: 0; PGC1a acetyl inh: 1; PglD DTNB: 6

Structures above containing a thiophene ring, fused or not (three):
What do the screens show for `O=C(Nc1ccc(N2CCOCC2)cc1)c1cc2c(s1)CCCCC2`?
ARNT-TACC3 inh: 3; GSIS activator: -13; PAX8 inh HTS: 7; LGR2 inh: 1

Results for Cc1sc(NC(=O)CSc2nc(N)cc(N)n2)c(C#N)c1C ?
Statin myotox sup: 3; ARNT-TACC3 inh: 8; GSIS activator: 21; PGC1a acetyl inh: -15; PAX8 inh HTS: -1; LGR2 inh: -22

Results for CCc1nc(SCC(=O)Nc2ccccc2OC)c2c(C)c(C)sc2n1 ?
Statin myotox sup: -23; ARNT-TACC3 inh: -5; GSIS activator: 1; Cneo AK release: 0; PGC1a acetyl inh: 11; PAX8 inh HTS: 11; LGR2 inh: 16; PglD DTNB: -7
